HT1080 IDH1KD tx: toxicity to HT-1080 IDH1 knockdown cells (counter line). HT-1080 IDH1 knockdown viability, ATP luminescence, 48 h. Potency, µM (top dose mostly 46.1 µM), for the others: top-dose activity, negative = toxicity, actives largely listed as cytotoxic. 360,000 compounds, 2% hits;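 note: potency is the fitted concentration of half-maximal effect; 0% = DMSO wells and -100% = cell-free medium wells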
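Using the IDH1-knockdown HT-1080 line run in the same batch and compound series as the NT line, viability after 48 h at 37 °C was determined by CellTiter-Glo luminescence and expressed as % activity.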
SW480 rereplic: inducers of DNA re-replication in SW480 colon cancer cells. SW480 DNA re-replication, Hoechst DNA content imaging, 48 h. Potency, µM (highest dose often 46.1 µM), for the others: at the top dose re-replication activation, most hits filed as activators. 340,000 compounds, 1.8% hits; note: potency is the fitted concentration of half-maximal effect; % of control where 0% means no effect; nearly all actives have a fitted effect of over 55% in size
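Treated cells incubate 48 hr (37 C, 5% CO2), are stained 40 min with Hoechst, and nuclear fluorescence is enumerated; a rise in nuclei with high DNA signal marks re-replication.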
KB-V1 MDR tox: KB-V1 MDR subline cytotoxicity; KB-V1 MDR cells viability, CellTiter-Glo, 72 h; 400,000 compounds, 3.4% hits; Potency, µM (titrated, usually from 46.1 µM), for inactives: top-dose activity change, negative = cytotoxicity, most hits filed as cytotoxic; note: potency is the fitted concentration of half-maximal effect; % is set by controls: 0 for no effect and ±100 for the full control effect; nearly all actives have a fitted effect of over 60% in size
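In this primary screen, KB-V1 cells overexpressing P-gp are incubated with library compounds (lowest to highest concentration) for 72 h at 37 degrees C before a luminescent ATP viability read.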
IL-1B inflam inh: blocks inflammasome-driven IL-1 beta release | THP-1 LPS/ATP IL-1B secretion, AlphaLISA, 16 h; hits give low values | activity change, % at 57.5 µM | 360,000 compounds, 4.7% hits | AID 743279; in the data active = activity change below about -50%; inconclusive = mostly about -30% to -49%; note: % is set by controls: 0 for no effect and ±100 for the full control effect
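THP-1 cells pretreated 1 hr with compounds (up to 57.5 uM final), then stimulated with LPS (250 ng/mL final) plus ATP (1.25 mM final); secreted IL-1B measured by AlphaLISA after 16 hr, decreased signal indicating inhibition.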
KB-3-1 cytotox: kills parental KB-3-1 adenocarcinoma cells. KB-3-1 viability, CellTiter-Glo ATP luminescence, 72 h. Potency, µM (titrated, usually from 46.1 µM), without a hit: at the highest dose activity change, negative = cytotoxic, hits mostly cytotoxic. 400,000 compounds, 1.4% hits; note: potency is the fitted concentration of half-maximal effect; % is set by controls: 0 for no effect and ±100 for the full control effect; nearly all actives have a fitted effect of over 60% in size
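Parental KB-3-1 adenocarcinoma cells in phenol-red-free DMEM with 10% FBS were pin-treated with compounds at several concentrations, incubated 72 h at 37 °C, and viability read by CellTiter-Glo luminescence; concentration-effect curves were fitted after normalization.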
WRN helicase inh: WRN helicase (human) inhibition; Q14191; WRN helicase unwinding, fluorescent forked duplex, kinetic; Potency, µM (top dose mostly 114 µM), for the others: top-dose activity change, negative = inhibition, hits mostly inhibitors; 360,000 compounds, 0.46% hits; AID 651768; note: potency is the fitted concentration of half-maximal effect; % is set by controls: 0 for no effect and ±100 for the full control effect; nearly all actives have a fitted effect of over 55% in size
Target sequence (Q14191 whole entry, looked up): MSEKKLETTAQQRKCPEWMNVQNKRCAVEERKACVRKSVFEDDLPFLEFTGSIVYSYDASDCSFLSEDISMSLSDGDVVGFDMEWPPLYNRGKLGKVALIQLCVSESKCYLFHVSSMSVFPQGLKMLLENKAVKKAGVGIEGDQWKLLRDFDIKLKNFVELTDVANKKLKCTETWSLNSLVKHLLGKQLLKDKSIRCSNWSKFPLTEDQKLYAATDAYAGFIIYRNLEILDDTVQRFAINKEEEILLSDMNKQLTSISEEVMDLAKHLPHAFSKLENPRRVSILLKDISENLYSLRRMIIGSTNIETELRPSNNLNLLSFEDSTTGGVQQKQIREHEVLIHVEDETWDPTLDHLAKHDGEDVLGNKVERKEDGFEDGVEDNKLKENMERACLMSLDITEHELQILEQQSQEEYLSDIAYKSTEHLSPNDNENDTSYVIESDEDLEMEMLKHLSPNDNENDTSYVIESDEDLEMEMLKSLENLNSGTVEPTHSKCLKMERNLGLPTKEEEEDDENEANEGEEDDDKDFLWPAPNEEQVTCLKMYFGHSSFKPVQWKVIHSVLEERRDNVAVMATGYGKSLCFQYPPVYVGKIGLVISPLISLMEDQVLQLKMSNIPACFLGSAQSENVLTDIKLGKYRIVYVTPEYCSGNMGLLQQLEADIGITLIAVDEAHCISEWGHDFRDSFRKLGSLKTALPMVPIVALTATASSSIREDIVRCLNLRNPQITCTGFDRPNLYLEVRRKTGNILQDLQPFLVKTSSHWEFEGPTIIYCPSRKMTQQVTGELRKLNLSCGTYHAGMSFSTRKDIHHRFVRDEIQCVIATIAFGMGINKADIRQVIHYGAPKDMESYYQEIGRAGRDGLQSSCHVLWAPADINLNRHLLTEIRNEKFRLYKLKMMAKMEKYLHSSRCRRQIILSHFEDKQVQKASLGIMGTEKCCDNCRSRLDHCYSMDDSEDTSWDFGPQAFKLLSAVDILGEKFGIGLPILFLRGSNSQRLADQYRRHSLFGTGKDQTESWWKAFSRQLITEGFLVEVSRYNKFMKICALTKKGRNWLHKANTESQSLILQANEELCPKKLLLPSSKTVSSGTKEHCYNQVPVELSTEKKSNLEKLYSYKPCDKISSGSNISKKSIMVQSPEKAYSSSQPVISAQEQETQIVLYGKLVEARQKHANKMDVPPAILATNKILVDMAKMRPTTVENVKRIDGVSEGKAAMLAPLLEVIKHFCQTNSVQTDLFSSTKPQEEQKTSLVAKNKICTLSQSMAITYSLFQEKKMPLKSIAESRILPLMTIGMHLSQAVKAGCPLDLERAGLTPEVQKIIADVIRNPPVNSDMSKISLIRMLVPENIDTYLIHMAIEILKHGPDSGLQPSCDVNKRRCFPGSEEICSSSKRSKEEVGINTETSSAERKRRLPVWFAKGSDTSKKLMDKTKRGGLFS
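Enzyme (20 nM final) and test compound sit together 15 min at room temperature before substrate addition. Substrate is a single-forked duplex oligonucleotide (100 nM) labelled with fluorophore and quencher, with 2 mM ATP; helicase unwinding raises red fluorescence, read kinetically.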
MCF10A rerep: inducers of DNA re-replication in MCF 10A breast cells | AID 624296 | Potency, µM (doses to about 46.1 µM), for inactives: at the top dose activity, positive = re-replication, usual class: activators | MCF 10A DNA re-replication, Hoechst nuclear intensity, 48 h | 350,000 compounds, 2.9% hits; note: potency is the fitted concentration of half-maximal effect; % of control where 0% means no effect; nearly all actives have a fitted effect of over 50% in size
HT1080NT lethal: kills 2HG-producing HT-1080-NT fibrosarcoma cells; Potency, µM (doses to about 46.1 µM), without a hit: at the highest dose activity, negative = less viability, usual class: cytotoxic; 360,000 compounds, 1.6% hits; AID 686970; HT-1080-NT fibrosarcoma viability, CellTiter-Glo ATP luminescence, 48 h;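 note: NT is the 2HG producing partner of a matched IDH1 knockdown line; potency is the fitted concentration of half-maximal effect; 0% = DMSO-treated cells and -100% = media-only wells without cells; nearly all actives have a fitted effect of over 55% in size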
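Toxicity toward the 2HG-producing NT line was scored as %Activity, normalised to DMSO and no-cell wells, from CellTiter-Glo luminescence after 48 hours' treatment.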
ATXN2 expr inh: inhibitors of ATXN2 expression. HEK-293 ATXN2-luciferase reporter, luminescence, 24 h. Potency, µM (series often up to 57 µM), for the others: at the highest dose activity change, negative = inhibition, hits mostly inhibitors. 360,000 compounds, 0.72% hits; note: potency is the fitted concentration of half-maximal effect; % is set by controls: 0 for no effect and ±100 for the full control effect; nearly all actives have a fitted effect of over 55% in size
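qHTS (up to 57 uM final) was run with 24 h compound exposure of reporter cells at 37 °C. Each well was multiplexed: SteadyGlo luminescence measured ATXN2-luciferase expression after a fluorogenic Gly-Phe-AFC viability readout (25 uM final).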
Active calls of the source: *; ? = inconclusive; / = not tested or not shown; ! = a repeat was not active; [ ] = remark or other dose. Unless noted, calls come from the whole dose curve; as a rule, active = well fitted curve in the direction sought with a large enough effect; inconclusive = small, poorly fitted or top-dose-only effect, or another doubt; inactive = no such curve, though single readings can be large; an effect the other way counts as inactive or inconclusive.

SMILES	HT1080 IDH1KD tx	SW480 rereplic	KB-V1 MDR tox	IL-1B inflam inh	KB-3-1 cytotox	WRN helicase inh	MCF10A rerep	HT1080NT lethal	ATXN2 expr inh
CC(C)OC(=O)Cn1c(-c2ccccc2)c(-c2ccccc2)nnc1=O	3%	9%	-2%	21	3%	2%	-2%	0%	-12%
CSc1ccc(C#N)cc1NC(=O)c1ccc(Cl)nc1	9%	?	-17%	-7	13%	-15%	?	8%	-12%
Oc1cccc(/C=N/n2c(C3CCCCC3)n[nH]c2=S)c1	-14%	0%	?	9	5%	-10%	-14%	-11%	7%
COc1ccc(Cc2noc(CN3CCC(c4ccncc4)CC3)n2)cc1OC	?	-2%	18µM*	43	?	-3%	0%	-27%	/
Cn1c(=O)c2cc(NC(=O)NCCc3ccccc3)ccc2n1Cc1ccccc1	-16%	/	6%	0	0%	-4%	/	-3%	4%
CCCc1nc(-c2cc3ccc(C)cc3[nH]c2=O)no1	5%	3%	12µM*	-4	-2%	5%	-1%	2%	23%
O=C(NC(=S)N(CCO)Cc1ccccc1)c1cc(Br)ccc1Cl	-6%	-496%[1.84 µM]	8%	-12	-3%	5%	-4%	-4%	-17%
O=C(CCSCc1ccccc1Cl)NC1CCCC1	0%	3%	-11%	17	-2%	-29%[57.1 µM]	0%	1%	17%
CCOc1ccc(C(=O)Nc2nnc(NC(=S)Nc3ccccc3)s2)cc1	?	12%	-25%	-18	?	8%	13%	?	21%
Cc1ccc(NC(=O)Cn2cnc3sc(C(=O)NCc4ccco4)c(C)c3c2=O)cc1Cl	?	11%	?	-3	-6%	-22%	?	?	-10%
O=C(CN1CCC(n2nnc3cc(F)ccc32)CC1)NCCc1ccccc1	4%[9.24 µM]	-7%	?	8	7%	-4%	8%	1%	13%
CCOc1ccccc1NC(=O)COC(=O)c1ccccc1SCC(=O)N1CCCC1	-12%	?	-9%	11	-1%	-6%	1%	0%	-11%
O=C(CCCCC(=O)Nc1ccccc1Cl)Nc1ccccc1Cl	-29%	2.9µM*	-24%	-8	0%	11%	-1%	3%	/
CCN(CC)C(=O)c1cc2c(=O)n3cccc(C)c3nc2s1	5%	-2%	-3%	17	5%	1%	-2%	3%	30%
O=C(NN1C(=O)C2C3C=CC(O3)C2C1=O)c1ccccc1 (configuration not stated)	6%	-2%	15%	-24	3%	0%	-1%	17%	1%
N#Cc1nc(-c2ccccc2F)oc1NCCc1ccccc1	2%	-11%	?	-5	2%	-18%	7%	-5%	54%[activator]
O=C(NCc1ccccn1)[C@@H]1CCCN1C(=O)[C@@H]1CCCN1C(=O)c1cccc(Cl)c1	19%	/	19%	3	2%	0%	/	19%	9%
COC(=O)Nc1ccc(S(=O)(=O)N2CCCC(C(=O)NCC3CCCO3)C2)cc1 (configuration not stated)	-2%	4%	4%	3	-13%	-1%	0%	7%	/
C1=CC2CC1CC2CN1CCN(Cc2ccccc2)CC1 (configuration not stated)	-3%	-1%	-3%	8	-2%	-22%	-16%	0%	-29%
Cc1c(C(=O)NCc2ccccc2CN2CCCC2)oc2ccc(F)cc12	-18%	61%	0%	-1	-8%	3%	?	8%[9.24 µM]	-14%
Cc1ccc(C(=O)O)cc1N1C(=O)c2cccc3c([N+](=O)[O-])ccc(c23)C1=O	?	?	-28%	0	?	?	18µM*	16µM*	?
Cc1ccc(S(=O)(=O)N(C)C)cc1NC(=S)NCc1ccco1	6%	1%	0%	11	-11%	-4%	-2%	8%	-23%
CCCCCCCCCC(=O)N[C@H](CN1CCOCC1)[C@H](O)c1ccccc1	?	-7%	?	-13	0%	-5%	-7%	16µM*	-8%
Cc1ccc(/C=N\NC(=O)C2CN(S(=O)(=O)c3ccccc3)CCN2S(=O)(=O)c2ccccc2)cc1 (configuration not stated)	3%	11%	11%	-5	-3%	0%	3%	-6%	-12%

Three compounds out of the list, arranged by count of non-hydrogen atoms, lowest first:
SMILES	HT1080 IDH1KD tx	SW480 rereplic	KB-V1 MDR tox	IL-1B inflam inh	KB-3-1 cytotox	WRN helicase inh	MCF10A rerep	HT1080NT lethal	ATXN2 expr inh
CCN(CC)C(=O)c1cc2c(=O)n3cccc(C)c3nc2s1	5%	-2%	-3%	17	5%	1%	-2%	3%	30%
Cc1ccc(S(=O)(=O)N(C)C)cc1NC(=S)NCc1ccco1	6%	1%	0%	11	-11%	-4%	-2%	8%	-23%
O=C(NCc1ccccn1)[C@@H]1CCCN1C(=O)[C@@H]1CCCN1C(=O)c1cccc(Cl)c1	19%	/	19%	3	2%	0%	/	19%	9%

Other compounds.
SMILES	HT1080 IDH1KD tx	SW480 rereplic	KB-V1 MDR tox	IL-1B inflam inh	KB-3-1 cytotox	WRN helicase inh	MCF10A rerep	HT1080NT lethal	ATXN2 expr inh
COc1cccc(/C=N\NC(=O)Cn2nnc3ccccc32)c1O	?	?	-4%	159	?	?	?	?	-24%[11.3 µM]
Cc1ccc(C(OCC(O)CNC(CO)C(O)c2ccc([N+](=O)[O-])cc2)c2ccccc2)cc1 (configuration not stated)	?	?	16µM*	-84*	-13%	2%	?	21µM*	-38%
CN(C)CCOc1cccc(Br)c1	24%	1%	1%	-12	15%	?	-8%	22%	-11%
CN(C(=O)c1cnccn1)c1c(N)n(Cc2ccccc2)c(=O)[nH]c1=O	0%	-2%	7%	19	7%	6%	-1%	-3%	-9%
Fc1ccc(CSc2nncn2NC/C=C/c2ccccc2)cc1	-17%	?	0%	-7	-18%	-8%	17%	-15%	2%
CC(C)[C@H](NC(=O)OC(C)(C)C)C(=O)N/N=C/c1cccc2nccnc12	?	-5%	-1%	14	5%	-3%	-7%	?	-14%
O=C(COC(=O)c1ccc(S(=O)(=O)Nc2ccccc2)cc1)NC1CCCC1	8%	-4%	5%	-6	6%	-5%	26%	6%	-11%
Cc1cc(=S)[nH]c2c(C)cccc12	-1%	-45%[inhibitor]	2%	-9	-1%	-1%	2%	6%	-6%
CCC(C(=O)NCCc1c[nH]c2cc(OC)ccc12)c1ccccc1 (configuration not stated)	1%	-1%	-2%	-6	0%	-3%	3%	9%	-19%
COc1ccc(-c2noc3c2-c2nc(C(C)C)sc2CC3)cc1	18%	0%	13%	20	-9%	-14%	-2%	25%	9%
N#Cc1cnn(-c2cccc(Cl)c2)c1N	-2%	-7%	10%	4	-2%	3%	-3%	5%	-13%
CCOc1ccc(N(CC(=O)NC2CCCCC2)C(=O)CNC(=O)c2ccco2)cc1	-11%	1%	7%	4	5%	-13%	4%	-1%	-3%
Cc1cc(C)c2nc(N(CCN(C)C)C(=O)/C=C/c3cccs3)sc2c1	?	-5%	8%	16	?	-14%	-2%	0%	/
O=C(O)c1ccc(N/N=C/c2cccc3cccnc23)cc1	4%	?	2%	-10	-1%	17%	4%	4%	16%
CCOC(=O)C1=C(C(F)(F)F)Nc2ncnn2C1c1cc(OC)ccc1OC (configuration not stated)	-7%	-5%	-4%	11	8%	-29%	6%	1%	1%
CCOC(=O)/C=C1\CN(Cc2cc(OC)c(OC)c(OC)c2)S(=O)(=O)c2ccccc21	-10%	1%	10µM*!	0	?	0%	?	?	-19%
Cc1ccc2c(C)c(C(=O)N3CCCC(C(N)=O)C3)oc2c1C (configuration not stated)	-5%	-2%	-27%	-10	-27%	2%	1%	-8%	28%
CCCCn1nc(C(=O)O)ccc1=O	12%	-9%	9%	-2	13%	3%	1%	11%	5%
COCCN1C(=O)N[C@@H](c2ccccc2)[C@@H](C(=O)OC)[C@H]1C	9%	3%	0%	27	11%	-1%	-11%	15%	8%
CC12CN3CC(C)(CN(C1)C3c1cc(Br)ccc1O)C2=O (configuration not stated)	5%	-5%	8%	-6	-5%	2%	3%	6%	3%
COc1ccccc1-c1cc(C(=O)N/N=C\c2cn(C)nc2C)c2ccccc2n1	7%	-2%	-3%	1	3%	7%	-34%[inhibitor]	0%	-22%
O=C(/C=C/c1ccc(-c2ccc(F)cc2)o1)N1CCCC1	-8%	7%	6%	-75*	13%	-10%	6%	-14%	81%[activator]
COc1ccc2c(c1OC)C(=O)OC2Nc1nc(-c2cccc([N+](=O)[O-])c2)cs1 (configuration not stated)	1%	0%	-7%	-9	-2%	?	1%	1%	-9%
CCCN(CCO)C1CCN(CCc2ccccc2)CC1	-15%	?	20%	-1	-5%	6%	-2%	-1%	-10%
COCCN1C(=O)CCC1(C)c1nnnn1-c1ccc2ccccc2c1 (configuration not stated)	7%	/	-8%	47	15%	2%	/	20%	/
C=CCN(CC=C)S(=O)(=O)c1ccc(NC(=S)NC(=O)Cc2ccc(OC)cc2)cc1	?	2%	21µM*	8	-1%	-12%	7%	-10%	-2%
CC(C)c1ccc(/C=C/C(=O)NNC(=O)c2cccnc2)cc1	-22%	25%	-7%	10	0%	21%	?	0%	17%
O=c1c2ccccc2nc(SCc2nnc(-c3ccccc3)o2)n1-c1ccccc1	18%	0%	-8%	11	9%	4%	-1%	11%	?
O=C(NCc1ccncc1)/C(=C/c1cccc([N+](=O)[O-])c1)NC(=O)c1ccccc1	11%	-2%	10%	-4	2%	-4%	1%	6%	/
COc1cccc(OCC(=O)Nc2c3c(nn2-c2ccccc2)CS(=O)(=O)C3)c1	4%	5%	/	-11	/	-17%	5%	-13%	-10%
O=C(Nc1ccccc1)N1CCn2c(nc3ccccc32)C1	7%	0%	23µM*	-6	8%	2%	15%	20%	4%
CCN(C(=O)COC(=O)c1cc(C)n(-c2ccc(F)cc2)c1C)C1CCS(=O)(=O)C1 (configuration not stated)	-4%	-11%	-6%	-16	-6%	-7%	3%	-2%	5%
COC(=O)c1ccc2c(c1)NC(=O)C(N(CC(C)C)CC(C)C)S2 (configuration not stated)	-14%	1%	17%	-3	-6%	3%	-3%	29%	-15%
